Dengue-2 NS5 capping: flavivirus cap methylation enzyme inhibition – biochemical, confirmation dose response, primary screen (AID 588689) | 0.3% of 340,000 active | inhibition, % at 25 µM, or IC50 in µM where a hit was titrated | Dengue-2 NS5 methyltransferase capping enzyme assay, biochemical; higher % means a stronger effect; in the data active = a potency from the dose series; inconclusive = inhibition above about 29% without an active follow-up result
Dengue-2 NS5 capping pilot replicate: further read-out of Dengue-2 NS5 capping, marked with its call; inhibition, %; measured here: pilot screen replicate inhibition
Numbers without * were called inactive; ? = inconclusive. Only part of the results is shown, so the mix of outcomes need not match the whole.

SMILES | Dengue-2 NS5 capping | others
C[C@H](CO)N1C[C@H](C)[C@H](CN(C)S(=O)(=O)c2ccc(Cl)cc2)OCc2cnnn2CCCC1=O | -2%
O=C(COC(=O)C12CC3CC(CC(Br)(C3)C1)C2)NNC(=O)c1ccccc1 | 0%
CC(C)Oc1ccc(C(=O)OCC(=O)N2CCCc3ccccc32)cc1 | 7%
C#CCN1C=CC(=O)[C@@H](OC(=O)Nc2ccccc2Br)[C@H]1c1ccccc1Br | 6%
N=C1C(=O)NC(=O)C1c1ccccc1 (stereo not given) | 1%
COc1cccc(C(=O)c2ccccc2NC(C)=O)c1 | 3%
COc1cccc2c1SCc1ccccc1C2CC(N)=O (stereo not given) | 1%
CC(C)NC(=O)N(C)C[C@@H]1Oc2c(NC(=O)Nc3ccccc3)cccc2C(=O)N([C@H](C)CO)C[C@H]1C | -18% | Dengue-2 NS5 capping pilot replicate=-24
COc1ccc(N(S(=O)(=O)c2ccccc2)S(=O)(=O)c2ccccc2)c(N)c1 | 1%
Cc1cccc(C(=O)OC(C)C(=O)Nc2ccc(S(=O)(=O)Nc3ncccn3)cc2)c1C (stereo not given) | 6%
CC[C@@]1(C(=O)OC)N[C@H](CN(C)C(=O)c2ccc(C)cc2)[C@@H]2C(=O)N(C)C(=O)[C@@H]21 | -6% | Dengue-2 NS5 capping pilot replicate=-6.4
CCN(CC)c1ccc(NC(=O)COC(=O)CCC(=O)c2cccs2)cc1 | -7%
O=C(Nc1ccc(N2CCOCC2)c(S(=O)(=O)Nc2ccccc2Cl)c1)c1ccccc1 | -15%
O=[N+]([O-])c1cc2c(c3cccnc13)COCO2 | 0%
COC(=O)c1cc(NC(=O)COC(=O)CN2C(=O)C3CC=CCC3C2=O)cc(C(=O)OC)c1 (stereo not given) | 1%
O=C1Cc2cc(NS(=O)(=O)c3ccc([N+](=O)[O-])cc3)cc3c2N1CCC3 | 1%
CC1CCCN(C(=O)C2CCN(C(=O)Nc3ccccc3)CC2)C1 (stereo not given) | 0%
O=C(CCCN1CCC(O)(c2ccc(Br)cc2)CC1)c1ccc(F)cc1 | 0%
CCN(CC(=O)NCc1cccs1)C(=O)c1cccc(S(=O)(=O)NC)c1 | -7%
COc1ccc(-c2ccc(CN3C(C(C)C)C(=O)N(Cc4cn(CC5CCCCC5)nn4)CCS3(=O)=O)cc2)cc1OC (stereo not given) | -2%
COc1ccc(NS(=O)(=O)c2ccc(C)c(NC(=O)CNC(=O)c3ccco3)c2)cc1 | -3%
Cc1cn(CC(=O)NCCc2c[nH]c3ccccc23)c(=O)[nH]c1=O | -1%
O=C1C=CC(=O)N1c1ccccc1N1C(=O)C=CC1=O | 5%
CCOC(=O)N1CCC(NC(=O)C2CCN(Cc3nc(-c4ccc(CC)cc4)oc3C)CC2)CC1 | 3%
Cc1cc(C)cc(NC(=O)COc2coc(CN3CCN(c4ccccc4)CC3)cc2=O)c1 | 4%
CCC(=O)N(C)C[C@H]1Oc2ncc(C#Cc3ccncc3)cc2C(=O)N([C@@H](C)CO)C[C@@H]1C | 6%
CC(C)(C)CC(C)(C)N=C1Nc2cc(Cl)c(Cl)cc2NC12C[C@H]1CCC(=O)N3CC[C@@H](C2)[C@@H]13 (stereo not given in full) | -3%
CCN1C(=O)[C@H]2[C@@H](c3ccc(-c4ccc(Cl)c(Cl)c4)c(OC)c3)N3CCCC[C@@]3(C(=O)OC)[C@H]2C1=O | -13%
Cc1cc(Cl)ccc1OC(C)C(=O)OCC(=O)Nc1ccc2[nH]c(=O)[nH]c2c1 (stereo not given) | -1%
CCN(CC)C(=O)[C@H]1CC(CC(=O)NCCN2CCOCC2)C(=O)N2CCc3c([nH]c4ccc(OC)cc34)[C@]12C (stereo not given in full) | 4% | Dengue-2 NS5 capping pilot replicate=-1.2
Cc1ccc(S(=O)(=O)NCCC(=O)OC(C)C(=O)NC2CC2)cc1 (stereo not given) | 9%
Cc1ccc(-c2cc(C(=O)Nc3ccncc3)c3ccccc3n2)cc1 | 3%
C[C@H](CO)N1C[C@H](C)[C@@H](CN(C)Cc2ccc3c(c2)OCCO3)OCc2cnnn2CCCC1=O | -4%
CCN(C[C@H]1N[C@@](CC)(C(=O)OC)[C@H]2C(=O)N(C)C(=O)[C@@H]12)S(=O)(=O)c1ccc(-c2ccccc2)cc1 | 0% | Dengue-2 NS5 capping pilot replicate=0.3
COc1ccc(NC(=O)CSCC(=O)Nc2nnc(CC(C)C)s2)cc1 | 5%
COc1cc(C(C)=O)ccc1Oc1ccc(S(=O)(=O)N2CCOCC2)cn1 | -5%
CCC(C)N(C(=O)CSc1nnc(-c2ccco2)n1C)C1CCS(=O)(=O)C1 (stereo not given) | 8%
O=C1c2[nH]c3ccccc3c2CC1N1C(=O)c2ccccc2C1=O (stereo not given) | 0%
CCOc1cc(N2CCOCC2)c(OCC)cc1NC(=O)COC(=O)CCOc1ccc(C(C)(C)C)cc1 | -1%
Cc1cccc(NC(=O)CN2CCN(CC(=O)NCC3(N4CCCCC4)CCCCC3)CC2)c1C | -2%
COc1cccc(CNCC(=O)NC(=O)NC2CCCC2)c1 | -1%
CC(=O)Nc1ccc(C(=O)COC(=O)c2nc3nc(C)cc(C)n3n2)cc1 | -7%
CCc1ccc(N2CC(C(=O)N3CCN(c4ccc([N+](=O)[O-])cc4)CC3)CC2=O)cc1 (stereo not given) | -3%
CC1=C(C(=O)N2CCOCC2)CC(CC(=O)NC2CC2)C(=O)N1Cc1ccccc1 (stereo not given) | -6%
COc1ccc(OCC(=O)N/N=C/c2cccn2-c2cccc(C(=O)O)c2)cc1 | -4%
Cc1ccc(C)c(S(=O)(=O)N2CCN(C(=O)c3ccc4ccccc4n3)CC2)c1 | -2%
O=C(Nc1cccc(C(=O)N2CCCC2)c1)C1CCC1 | -3% | Dengue-2 NS5 capping pilot replicate=-5.8
CCOc1cc2[nH]c(=S)n(CCC(=O)NC3CCCCC3)c(=O)c2cc1OCC | 4%
CCCCN1CC(C)(C)[C@H](CC(=O)NC)C1=O | -2%
Cc1ccc(S(=O)(=O)N2CCN(CCOc3c(Cl)cccc3Cl)CC2)cc1C | -4%
Nc1ccccc1C#Cc1ccc([N+](=O)[O-])cc1 | -15%
CC(Sc1ncnc2sc(-c3ccccc3)cc12)C(=O)N1CCNC1=O (stereo not given) | -4%
CCOc1ccc(S(=O)(=O)NCc2cccs2)cc1C(C)C | -9%
COc1cc(CNS(=O)(=O)CCl)cc(OC)c1OC | -1%
O=C(c1ccccc1)c1cccc(C(=O)c2ccccc2)c1 | -7%
O=C(COc1ccc(F)cc1Cl)Nc1cccc(S(=O)(=O)N2CCCC2)c1 | -1%
COCCCn1c(SCC(=O)Nc2oc(C)c3c(C)n[nH]c(=O)c23)nc2sc3c(c2c1=O)CCC3 | -4%
CN(C(=O)c1ccc(NC(=O)Cc2ccc(NC(=O)C3CCN(C(=O)C4CCCC4)CC3)cc2)cc1)C1CCCC1 | 1% | Dengue-2 NS5 capping pilot replicate=-1.5
CCOc1ccccc1NC(=O)C1C(c2ccccc2)C1(Cl)Cl (stereo not given) | 5%
Cn1ccc(NS(=O)(=O)c2cc(Br)ccc2Br)n1 | -6%

More records follow:
SMILES | Dengue-2 NS5 capping | others
CCN(CC(=O)Nc1ccc(NC(C)=O)cc1)C(=O)C1CC1 | 5%
CC1CN(S(=O)(=O)c2cccc(C(=O)N(C)C3CCN(C)CC3)c2)CC(C)O1 (stereo not given) | 1%
CCN(Cc1ccc(Cl)s1)C(=O)c1cccc(OCc2c(C)noc2C)c1 | -10%
COc1ccc(S(=O)(=O)N2CCOCC2)cc1NC(=O)CSc1nnnn1C1CC1 | 5%
O=C(COC(=O)c1ccc(Cl)nc1)Nc1cccc(S(=O)(=O)N2CCCCC2)c1 | 1%
CC1CC(C)CN(C(=O)COc2cccnc2[N+](=O)[O-])C1 (stereo not given) | 6%
Cc1cc(NC(=O)CN2C(=O)N(C)C3(CCCCC3)C2=O)ccc1Br | -3%
COc1ccc(CC(=O)N(C)Cc2ccc(Cl)cc2)cc1S(=O)(=O)N1CCOCC1 | 1%
CCOc1ccc(NC(=O)CN(C)C(=O)Cc2ccc3c(c2)OCCO3)cc1OCC | -8%
CC(=O)OC1[C@H](Oc2c(O)c(C)c3c4c2[C@@H](C)CC[C@@H]4[C@@H](C)C[C@@H]3C=C(C)C)OC[C@@H](O)[C@@H]1O (stereo not given in full) | -5%
CCCNC(=O)C(Cc1ccccc1F)NC(=O)c1ccc(C#N)cc1 (stereo not given) | 10%
O=C(OCC1CCC=CO1)C1CCC=CO1 (stereo not given) | 1%
CCOc1ccc(N2CC(NC(=O)c3cccc4ccccc34)CC2=O)cc1 (stereo not given) | -4%
COc1cccc(CNC(=O)COC(=O)c2cccc(S(=O)(=O)N3CCN(C(C)=O)CC3)c2)c1 | -3%
COC(=O)c1ccc(CNC(=O)c2cc(S(=O)(=O)NCc3ccccc3)ccc2C)cc1 | -7%
Cc1ccc(C(=O)N(C)CC(=O)Nc2cccc(F)c2)cc1S(=O)(=O)N1CCCCC1 | -6%
COC(=O)[C@@H](CC(C)C)NS(=O)(=O)N(Cc1ccccc1)[C@@H](CC(C)C)C(=O)OC | -2%
O=C(NCCN1CCOCC1)C1CC(=O)N(c2cccc(C(F)(F)F)c2)C1 (stereo not given) | -5%
Cc1ccc(CN2CC(C(=O)Nc3ccc(C)cn3)CC2=O)cc1 (stereo not given) | -4%
O=C(CN1C(=O)NC2(CCCCCC2)C1=O)N1CCCCC1 | -5%
CC1CN=C(c2ccccc2)O1 (stereo not given) | 2%
CC(C)CC1(C)NC(=O)N(CC(=O)Nc2ccc(F)c(F)c2F)C1=O (stereo not given) | 0%
COC(=O)[C@@]12CCCCN1[C@H](c1ccc(-c3ccc(F)cc3)c(OC)c1)[C@H]1C(=O)N(C)C(=O)[C@H]12 | 6%
O=CC(=Cc1ccccc1)c1ccccc1 | 1%
O=C(OCC(=O)N1CCCCC1)c1cccc(NS(=O)(=O)c2ccccc2)c1 | -10%
C[C@@]12C(=O)N(c3ccc(Cl)cc3)C(=O)N1[C@@H]1c3ccccc3OC[C@@H]1[C@H]2c1ccccc1 | -6%
CC(C)[C@H](NS(=O)(=O)c1ccc(Cl)cc1)C(=O)OCC(=O)c1c(N)n(C)c(=O)n(C)c1=O | 10%
CC(=O)c1cccc(NC(=O)C(C)OC(=O)/C=C/c2cccs2)c1 (stereo not given) | -4%
CC1CCCN(C(=O)c2ccc3c(=O)n4nc(Nc5ccccc5)sc4nc3c2)C1 (stereo not given) | -9%
CCN(CC)c1ccc(/C=N/NC(=O)c2nnn(-c3nonc3N)c2CN(C)C2CCCCC2)cc1 | -4%
COCCN(C(=O)COC(=O)/C=C/c1cccs1)c1c(N)n(Cc2ccccc2)c(=O)[nH]c1=O | -9%
CNc1ccc([N+](=O)[O-])cc1 | -1%
COc1ccc(S(=O)(=O)Nc2cccc3c2O[C@@H](CN(C)CC2CC2)[C@@H](C)CN([C@@H](C)CO)C3=O)cc1 | -7%
O=S1(=O)CC(N2CCCCC2)C1CN1CCCCC1 (stereo not given) | -9%
O=C(NCC(c1ccco1)N1CCc2ccccc2C1)c1cccc(F)c1 (stereo not given) | 2%
Nc1[nH]c(=O)[nH]c(=O)c1N=Cc1ccccc1 | ?
Cc1ccc(NC(=O)CSCC(=O)Nc2cc(Cl)ccc2N2CCOCC2)cc1 | -1%
COc1ccc(S(=O)(=O)Nc2ccc3c(c2)C(=O)N([C@H](C)CO)C[C@H](C)[C@@H](CN(C)S(=O)(=O)c2ccc(F)cc2)O3)cc1 | 9%
COc1ccccc1/C=C/C(=O)OCC(=O)Nc1c(C)nn(-c2ccccc2)c1C | -4%
CCN(CC)S(=O)(=O)c1ccc2oc(SCC(=O)Nc3cc(C)on3)nc2c1 | -5%
COc1cc(NC(=O)CCCn2c(=O)oc3ccccc32)cc(OC)c1 | -4%
CCC/C=C/c1ccc(CN2C(C(C)C)C(=O)N(Cc3cn(Cc4ccco4)nn3)CCS2(=O)=O)cc1 (stereo not given) | -1%
O=C(OCC(=O)N1CCC(Cc2ccccc2)CC1)c1ccccc1F | 1%
Cc1ccc(-c2cc(C(=O)N3CCOCC3)c3ccccc3n2)o1 | 11%
COc1ccc(S(=O)(=O)N2CCCCCC2)cc1C(=O)Nc1ccc(C)cn1 | 6%
C[C@@H]1CN([C@H](C)CO)C(=O)CCCn2nncc2CO[C@H]1CN(C)C(=O)Nc1ccc2c(c1)OCO2 | 3%

An excerpt of the results above, for reference:
SMILES | Dengue-2 NS5 capping | others
COCCN(C(=O)COC(=O)/C=C/c1cccs1)c1c(N)n(Cc2ccccc2)c(=O)[nH]c1=O | -9%
CNc1ccc([N+](=O)[O-])cc1 | -1%
COc1ccc(S(=O)(=O)Nc2cccc3c2O[C@@H](CN(C)CC2CC2)[C@@H](C)CN([C@@H](C)CO)C3=O)cc1 | -7%
O=S1(=O)CC(N2CCCCC2)C1CN1CCCCC1 (stereo not given) | -9%
O=C(NCC(c1ccco1)N1CCc2ccccc2C1)c1cccc(F)c1 (stereo not given) | 2%
Nc1[nH]c(=O)[nH]c(=O)c1N=Cc1ccccc1 | ?
Cc1ccc(NC(=O)CSCC(=O)Nc2cc(Cl)ccc2N2CCOCC2)cc1 | -1%
COc1ccc(S(=O)(=O)Nc2ccc3c(c2)C(=O)N([C@H](C)CO)C[C@H](C)[C@@H](CN(C)S(=O)(=O)c2ccc(F)cc2)O3)cc1 | 9%
COc1ccccc1/C=C/C(=O)OCC(=O)Nc1c(C)nn(-c2ccccc2)c1C | -4%
CCN(CC)S(=O)(=O)c1ccc2oc(SCC(=O)Nc3cc(C)on3)nc2c1 | -5%
COc1cc(NC(=O)CCCn2c(=O)oc3ccccc32)cc(OC)c1 | -4%
CCC/C=C/c1ccc(CN2C(C(C)C)C(=O)N(Cc3cn(Cc4ccco4)nn3)CCS2(=O)=O)cc1 (stereo not given) | -1%
O=C(OCC(=O)N1CCC(Cc2ccccc2)CC1)c1ccccc1F | 1%
Cc1ccc(-c2cc(C(=O)N3CCOCC3)c3ccccc3n2)o1 | 11%
COc1ccc(S(=O)(=O)N2CCCCCC2)cc1C(=O)Nc1ccc(C)cn1 | 6%
